Screens (PubChem)
DRD3 antagonist = qHTS of D3 Dopamine Receptor Antagonist: qHTS. D(3) dopamine receptor (Homo sapiens), P35462. D3R cells, DiscoveRx beta-arrestin luminescence, antagonist mode; active compounds read low. max response, negative = inhibition, %. 360,000 tested, 2.5% active. AID 652054, 2013; in the data active means max response below about -50%; inconclusive means no clear call, values can overlap the other calls; further: on the % scale 0 is the no-effect control and ±100 the full control effect; mostly tested at two doses, the higher about 12 µM
Target sequence (P35462 whole entry, looked up): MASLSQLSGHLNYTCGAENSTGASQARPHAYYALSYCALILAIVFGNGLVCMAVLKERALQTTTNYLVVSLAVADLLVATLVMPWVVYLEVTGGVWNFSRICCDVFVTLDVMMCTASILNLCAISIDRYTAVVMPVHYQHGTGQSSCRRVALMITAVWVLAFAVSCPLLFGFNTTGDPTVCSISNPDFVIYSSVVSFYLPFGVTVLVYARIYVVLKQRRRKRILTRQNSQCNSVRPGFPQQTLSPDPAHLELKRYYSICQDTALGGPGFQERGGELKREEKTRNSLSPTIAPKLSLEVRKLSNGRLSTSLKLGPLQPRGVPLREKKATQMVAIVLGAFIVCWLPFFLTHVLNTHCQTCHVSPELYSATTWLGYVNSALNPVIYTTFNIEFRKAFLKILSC
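Cells expressing the human receptor were seeded at 1500 cells/well, incubated overnight at 37 degrees C in 5% CO2, then exposed to library compounds with dopamine controls for 90 minutes at 37 degrees C before luminescent detection.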
aSyn rescue = qHTS of alpha-syn Inhibitors | Yeast expressing alpha-synuclein, growth rescue, BacTiter-Glo, 24 h | Potency, µM (series often up to 46.1 µM), inactives show top-dose growth rescue (activation), hits mostly activators | 370,000 tested, 0.14% active | AID 652106, 2013; further: potency means the concentration at half of the fitted maximal effect; % of control where 0% means no effect; nearly all actives have a fitted effect of over 65% in size
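Rescue of yeast growth: cells expressing toxic alpha-synuclein, induced in galactose at OD600 0.02, incubated with compound 24 h at 30 C. ATP luminescence quantified growth; inhibitors of toxicity appear as activators.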
PTHR1 agonist = qHTS for PTHR1 Agonists: Primary Screen. Parathyroid hormone/parathyroid hormone-related peptide receptor (Homo sapiens), Q03431. HEK293 GP2 PTHR1 cells, GloSensor cAMP luminescence, 1 h. Potency, µM (doses to about 115 µM), for inactives: top-dose activation, hits mostly activators. 410,000 tested, 0.075% active. AID 743266, 2014; further: potency means the concentration at half of the fitted maximal effect; nearly all actives have a fitted effect of over 55% in size; some results filed as inactive show a strong effect at the top dose; inactives centre near -15; many of its hits are not listed in these tables
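HEK-293-derived GP2 cells expressing PTHR1 and a GloSensor cAMP reporter, 3,000/well, plated overnight, given luciferin plus IBMX (each 0.5 mM as added) for 1 h at 37 °C, then compound for 1 h at 37 °C. Luminescence was read after 15 min at room temperature.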
FUS yeast rescue = qHTS for Suppressors of FUS Proteinopathy: Primary screen using FUS-linked yeast assay. 390,000 tested, 0.24% active. Potency, µM (series often up to 76.6 µM), without a hit: at the top dose growth rescue (activation), most hits filed as activators. S. cerevisiae FUS-expressing, growth rescue, OD600, 24 h. AID 1347120, 2019;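 further: potency means the concentration at half of the fitted maximal effect; plate controls were DMSO vehicle for no effect and reference control for full effect; nearly all actives have a fitted effect of over 55% in size; some results filed as inactive show a strong effect at the top dose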
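Galactose (2%) drives FUS expression in yeast precultured in raffinose; seeding density OD 0.005. Test compounds incubated 24hr at 30C and 99% humidity before absorbance at 600 nm was measured.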
TDP-43 yeast inh = qHTS of TDP-43 Inhibitors; TDP-43 expressing yeast growth rescue, BacTiter-Glo, 24 h; Potency, µM (titrated, usually from 46.1 µM), for the others: top-dose growth rescue (activation), actives largely listed as activators; 410,000 tested, 1.8% active; AID 652104, 2013; further: potency means the concentration at half of the fitted maximal effect; % of control where 0% means no effect; nearly all actives have a fitted effect of over 50% in size
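Readout is BacTiter-Glo luminescence of cell growth, so inhibitors register as activators. TDP-43-expressing yeast at OD600=0.02 in galactose medium, after raffinose pregrowth to mid-log, were incubated with compound for 24 hr at 30 deg C.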
Abeta yeast res = qHTS for compounds that reverse cellular toxicity of Amyloid beta (A-beta) peptide in yeast: Primary Screen; 410,000 tested, 0.063% active; yeast expressing A-beta42, growth rescue, OD600, 48 h; response scale: 0% DMSO, 100% iron-clioquinol control; Potency, µM (series often up to 46.1 µM), for inactives: at the highest dose growth rescue, actives largely listed as activators; AID 1347071, 2019; further: potency means the concentration at half of the fitted maximal effect; nearly all actives have a fitted effect of over 55% in size
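Yeast A-beta toxicity model in growth medium with pinned compounds, 48 h at 30 C; growth read as absorbance at 600 nm. Normalized to FeCl3/clioquinol equimolar mix (positive) and DMSO (negative).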
GLP-1R inv ag = qHTS of GLP-1 Receptor Inverse Agonists (Inhibition Mode); Glucagon-like peptide 1 receptor (Homo sapiens), P43220; HEK293 GLP-1R CRE-luciferase, luminescence, 24 h; GLP-1R form is constitutively active; Potency, µM (doses to about 38.3 µM), for inactives: top-dose activity change, negative = inhibition, actives largely listed as inhibitors; 410,000 tested, 1.6% active; AID 624417, 2012; further: potency means the concentration at half of the fitted maximal effect; on the % scale 0 is the no-effect control and ±100 the full control effect; nearly all actives have a fitted effect of over 55% in size
Target sequence (P43220 whole entry, looked up): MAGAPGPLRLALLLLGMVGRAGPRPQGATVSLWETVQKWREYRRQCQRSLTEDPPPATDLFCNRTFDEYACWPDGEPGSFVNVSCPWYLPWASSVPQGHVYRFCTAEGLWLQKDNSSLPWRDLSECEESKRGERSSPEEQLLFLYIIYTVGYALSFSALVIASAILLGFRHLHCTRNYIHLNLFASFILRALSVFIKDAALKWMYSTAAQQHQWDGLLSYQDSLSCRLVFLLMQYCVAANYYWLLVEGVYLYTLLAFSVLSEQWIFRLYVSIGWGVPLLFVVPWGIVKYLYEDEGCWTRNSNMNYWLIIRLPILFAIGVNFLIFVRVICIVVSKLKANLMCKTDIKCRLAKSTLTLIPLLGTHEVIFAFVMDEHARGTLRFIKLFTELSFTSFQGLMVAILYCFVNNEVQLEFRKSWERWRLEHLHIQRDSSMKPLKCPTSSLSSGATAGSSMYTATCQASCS
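HEK293 cells stably co-expressing constitutively active GLP-1R and a cAMP-responsive luciferase reporter were seeded in DMEM with 10% Nu serum, given compounds after 12 h, and incubated 24 h at 37 deg C. Luminescence was then read.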
GLP-1R agonist = qHTS of GLP-1 Receptor Agonists; HEK293 GLP-1R CRE-luciferase, luminescence, 4-6 h; cells express a hypersensitive GLP-1R form; Potency, µM (series often up to 45.6 µM), for inactives: at the top dose activation, actives largely listed as activators; 380,000 tested, 0.007% active; Glucagon-like peptide 1 receptor (Homo sapiens), P43220; AID 624172, 2012; further: potency means the concentration at half of the fitted maximal effect; % of control where 0% means no effect
Akt phos inh = HTS Assay for Inhibitors of Akt Phophorylation: Primary Screen; Neuro2A IGF-stimulated pAkt S473 HTRF, 20 min; active compounds read low; activity change, % for hits at 50 µM; 360,000 tested, 0.32% active; in the data active means activity change below about -80%; inconclusive means mostly about -51% to -80%; further: on the % scale 0 is the no-effect control and ±100 the full control effect
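Neuro2A cells (4,500/well, DMEM with 0.5% FBS) were treated with compound at a single 50 µM final concentration, stimulated with 6 nM IGF for 20 min at 37 °C, and lysed. Phospho-Akt Ser473 was read by HTRF as 665/615 ratio ×10^4.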
* hit, by the source's call; i = inactive; ? = inconclusive; . = not tested or not shown; [ ] = another dose, or the depositor's remark. Unless noted, the call rests on the fitted dose curve; in most records, active means well fitted curve in the direction sought with a large enough effect; inconclusive means small, poorly fitted or top-dose-only effect, or another doubt; inactive means no such curve, though single readings can be large; an effect the other way counts as inactive or inconclusive. This is a subset, so the mix of outcomes need not match the whole.

SMILES	DRD3 antagonist	aSyn rescue	PTHR1 agonist	FUS yeast rescue	TDP-43 yeast inh	Abeta yeast res	GLP-1R inv ag	GLP-1R agonist	Akt phos inh
O=C(CCC(=O)c1ccccc1)Nc1ccc(F)c(Cl)c1	.	.	i	-6%	15%	13%	-5%	.	.
Cc1c(Cl)cccc1NC(=O)C1CCCN(S(C)(=O)=O)C1 (stereo unspecified)	-1	-10%	0%	-4%	19%	-8%	12%	6%	i
COCCCNc1nc(N)c([N+](=O)[O-])c(Nc2cc(OC)ccc2OC)n1	-22	0%	i	6%	9%	-3%	2%	17%	i
COc1ccccc1/C=C/C1(C(=O)NC2CCCC2)CC(=O)N1c1ccc(C)cc1 (stereo unspecified)	-24	1%	i	30%	2%	4%	?	7%	i
COc1ccc(C(=O)Nc2ccc3nc(C)sc3c2)cc1S(=O)(=O)N1CCOCC1	-8	0%	-42%	13%	-10%	0%	50%[activator]	3%	i
CCn1c(SC(C)C(=O)O)nnc1-c1cccnc1 (stereo unspecified)	37	0%	0%[57.5 µM]	4%	-14%	9%	0%	-11%	i
Cc1ccc(Cl)cc1-n1c(=O)cc(N2CCN(c3ccc(F)cc3)CC2)[nH]c1=O	.	.	-22%	20%	19%	-6%	-21%	.	.
CCN(CC)c1ccc(C(=O)NNC(=O)CNC(=O)c2ccco2)cc1	0	5%	i	8%	13%	-10%	9%	0%	i
CCOC(=O)N1CCN(c2ccc(C(=O)c3cccc(F)c3)cc2)CC1	-15	-2%	-16%[57.5 µM]	27%	26%	-36%[inhibitor]	0%	9%	i
COc1ccc(S(=O)(=O)n2c([N+](=O)[O-])cnc2C)c(C)c1C	-13	0%	-10%	-22%	-11%	4%	11%	5%	i
Cc1cccc(C)c1NC(=O)C(c1ccc(C#N)cc1)n1c(=O)c(-c2ccccc2)nc2ccccc21 (stereo unspecified)	-60*	6%	12%	?	-3%	-18%	?	.	i
COc1ccc(C=CC(=O)c2c(OC)cc(OC)c(OC)c2O)cc1	-11	-5%	-36%[inhibitor]	-12%	11%	-3%	?	-9%	i
COc1ccc(C)cc1S(=O)(=O)Nc1cccc(C)c1	-16	0%	i	14%	-19%	-4%	-9%	13%	i
COc1cc(Cl)ccc1OCc1cc(C(=O)N2C[C@]3(C)C[C@H]2CC(C)(C)C3)no1	-1	9%	-8%	.	-24%	0%	?	-3%	i
Cc1ccc(C)c(S(=O)(=O)NNC(=O)Nc2ccccc2Cl)c1	3	3%	-55%[inhibitor]	26%	-6%	-11%	?	-2%	i
CC(Nc1ccc2c(c1)OCCO2)C(=O)N1CCc2ccccc21 (stereo unspecified)	8	4%	-7%	1%	5%	1%	24%	16%	i
O=C(NCCCN1CCOCC1)c1cccc(S(=O)(=O)NCc2ccccc2)c1	-12	-4%	-17%	2%	15%	3%	7%	-1%	i
COc1ccc(NC(=O)COc2coc(CN3c4ccccc4CC3C)cc2=O)cc1 (stereo unspecified)	0	10%	-18%	16%	23%	-4%	-14%	-10%	i
CC12CC3CC(C)(C1)CC(C(=O)NC(=S)N1CCOCC1)(C3)C2	10	10%	-9%[57.5 µM]	13%	?	-24%	-26%	5%	i
CCOCCCNC(=O)C(NC(=O)CC1NC(=O)NC1=O)c1ccc(Cl)cc1 (stereo unspecified)	6	-8%	i	14%	-12%	-4%	0%	-5%	i
CN1CCC[C@H]1CCNc1ccc2c(=O)c3ccccc3n(C)c2c1	35	1%	-36%	?	4%	9%	?	1%	i
Cc1cccc(C=Nc2ccccc2C(N)=O)c1	8	-4%	i	12%	1%	1%	1%	-3%	i
Cc1ccc(S(=O)(=O)N2CCN(c3cnn(-c4ccccc4)c(=O)c3Cl)CC2)cc1	-19	-3%	i	.	-10%	10%	4%	1%	i
Cc1ccc(-c2nnc3c4ccccc4c(C)nn23)cc1NC(=O)c1ccccc1	.	.	i	-17%	20%	0%	11%	.	.
O=C(NCCCO)C(=O)NCC(c1ccc2c(c1)OCO2)N1CCN(c2ccc(F)cc2)CC1 (stereo unspecified)	?	7%	i	-2%	3%	5%	-3%	5%	i
CCOC(=O)c1c(NC(=O)c2cccs2)sc(C)c1C	?	2%	i	-10%	10%	1%	14%	-9%	i
COc1ccc(NC(=S)N(CCc2c(C)[nH]c3ccccc23)Cc2cccnc2)cc1	0	-4%	18%	20%	-6%	-12%	?	0%	i
COc1ccc(CNC(=O)C2CCN(S(=O)(=O)c3ccc4c(c3)CCCN4C(C)=O)CC2)cc1	.	.	i	16%	15%	10%	2%	.	.
COc1ccc(S(=O)(=O)NCc2ccc(C)cc2)cc1	-7	8%	i	2%	16%	16%	2%	-2%	i
CC(C)CC(=O)OCc1cc(=O)n2nc(C3CCCCC3)sc2n1	.	.	i	22%	14%	-12%	-5%	.	.
Nc1ncnc2nc(N3CCN(C(=O)c4ccccc4)CC3)[nH]c12	-5	-12%	-1%[57.5 µM]	21%	0%	0%	3%	-13%	i
CCCc1nc2c(C)cc(Br)cn2c1Cc1ccsc1	5	10%	-23%	-5%	2%	2%	-10%	-3%	i
CN1CCN(C(=O)c2ccc(OCCOc3ccccc3)cc2)CC1	0	-1%	i	-18%	?	8%	-12%	8%	i
COc1cccc(C(=O)NCC(=O)N2CCC3(CC2)NCCc2[nH]cnc23)c1OC	-6	2%	i	-17%	-10%	-8%	13%	0%	i
COc1ccc2c(c1)C(=O)/C(=C/C=C/c1ccccc1)CC2	-17	-2%	i	23%	17%	-11%	?	-7%	i
CCC1(CC)C(=O)N=C2c3ccccc3C(=O)N21	23	-2%	i	-4%	8%	10%	-9%	-11%	i
CCc1ccccc1NC(=O)Cn1nc(C)n2cccc2c1=O	2	-1%	i	-16%	5%	.	14%	0%	i
O=C(N/N=C\c1cccnc1)c1ccc(Cl)s1	-12	-8%	-4%	-5%	8%	-6%	107%[activator]	8%	i
Cc1cccn2c(CNCC3(c4ccccc4)CCCC3)c(C(=O)N3CCOCC3)nc12	47	9%	i	9%	-1%	3%	?	0%	i
O=C(O)C(Cc1ccc(O)cc1)N1C(=O)C2CCCCC2C1=O (stereo unspecified)	9	-3%	i	-23%	8%	-10%	5%	-7%	i

Results in aSyn rescue, FUS yeast rescue and DRD3 antagonist, for two of the compounds above:
SMILES	aSyn rescue	FUS yeast rescue	DRD3 antagonist
COc1cc(Cl)ccc1OCc1cc(C(=O)N2C[C@]3(C)C[C@H]2CC(C)(C)C3)no1	9%	.	-1
CCOCCCNC(=O)C(NC(=O)CC1NC(=O)NC1=O)c1ccc(Cl)cc1 (stereo unspecified)	-8%	14%	6

(continued)
SMILES	DRD3 antagonist	aSyn rescue	PTHR1 agonist	FUS yeast rescue	TDP-43 yeast inh	Abeta yeast res	GLP-1R inv ag	GLP-1R agonist	Akt phos inh
O=C(CNC(=S)N(Cc1ccccc1)Cc1cccnc1)NCc1ccccc1	2	0%	i	18%	-1%	21%	2%	7%	i
COc1ccc(-c2noc(-c3ccccc3C(=O)Nc3cccc(OC)c3)n2)cc1	-7	-21%	-4%	2%	-6%	-15%	-13%	5%	i
COc1ccc(C(=O)CSc2nnc(-c3ccco3)n2C)cc1	-16	26%	i	26%	-16%	-4%	-4%	-3%	.
CCOC(=O)c1c(S(=O)(=O)NCc2ccc(C)o2)c(C)n(C)c1C	6	-8%	i	-13%	-2%	.	6%	-5%	i
Cc1cccc([N+](=O)[O-])c1NC(=O)CSc1nnc2ccccn12	-5	-7%	-12%	0%	-13%	-21%	9%	-7%	i
CCCCc1c(-c2ccc(Cl)cc2)ncn1CCc1ccccc1OC	71	-1%	i	24%	?	9%	?	-5%	i
COC(=O)CSc1nnc(CNC(=O)c2ccc(OC)cc2OC)n1C	0	3%	i	18%	0%	-16%	19%	-8%	i
O=C1[C@H](Cc2ccccc2)NCCCC[C@H](c2ccco2)N1Cc1ccccc1	-29	0%	-5%	-11%	5%	-5%	?	-2%	i
O=C(NC(Cc1c[nH]c2ccccc12)c1nnc2n1CCCCC2)c1ccccc1Cl (stereo unspecified)	-16	12%	i	15%	-22%	7%	0%	5%	i
CCC(C)(C)NC(=O)C(c1ccncc1)N(Cc1ccc(C)cc1)C(=O)c1csnn1 (stereo unspecified)	2	8%	-15%	?	-7%	8%	-7%	12%	i
O=C(c1cnn(C(=O)c2ccco2)c1)c1ccccc1O	3	-7%	-1%	-32%	?	-55%[inhibitor]	-14%	-4%	i
Cc1oc(-c2cccc(Br)c2)nc1CN1CCC(C(=O)NCCc2ccc(Cl)cc2)CC1	.	.	i	3%	14%	-1%	16%	.	.
Cc1cc(C)cc(N(CC(=O)NCc2ccco2)S(=O)(=O)c2c(C)noc2C)c1	30	5%	i	-5%	13%	8%	?	0%	i
CCCOc1ccc(NC(=O)CC2C(=O)N(CC)C(=S)N2CCNC(C)=O)cc1 (stereo unspecified)	-2	-5%	i	15%	16%	3%	2%	2%	i
Cc1c(N=Cc2ccco2)c(=O)n(-c2ccccc2)n1C	-20	-11%	i	-20%	-9%	-7%	4%	-21%	i
COc1cccc(-c2[nH]c3c(c2-c2c(-n4cccc4)n(C)c(=O)[nH]c2=O)c(=O)[nH]c(=O)n3C)c1	.	.	-13%	4%	6%	-16%	-5%	.	.
